# Statin myotox sup = suppressors of statin myotoxicity in C2C12 myotubes, primary screen, cell-based, single point, plate reader. C2C12 myotubes + simvastatin, ATP luminescence, 48 h; scaled: DMSO 0, geranylgeraniol control 100. rescue of ATP level, % at 7.49 µM. actives 0.78% (n = 330,000). AID 602340, 2012;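 active = mean ATP rescue above about 67%, or every replicate alone reaching that limit, limit read from the data, passing the limit was not always enough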;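 also: myotubes were challenged with 10 µM simvastatin during compound exposure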
# SIRT5 inh = SIRT5 desuccinylase inhibitors, primary screen, biochemical, fluorescence imaging, single point, set 5. Purified SirT5, succinyl-peptide AMC, trypsin-coupled fluorescence. actives 1.1% (n = 330,000). inhibition, % at 15 µM; in the data active = inhibition above about 15%
# Target sequence (Q9NXA8 whole entry, looked up): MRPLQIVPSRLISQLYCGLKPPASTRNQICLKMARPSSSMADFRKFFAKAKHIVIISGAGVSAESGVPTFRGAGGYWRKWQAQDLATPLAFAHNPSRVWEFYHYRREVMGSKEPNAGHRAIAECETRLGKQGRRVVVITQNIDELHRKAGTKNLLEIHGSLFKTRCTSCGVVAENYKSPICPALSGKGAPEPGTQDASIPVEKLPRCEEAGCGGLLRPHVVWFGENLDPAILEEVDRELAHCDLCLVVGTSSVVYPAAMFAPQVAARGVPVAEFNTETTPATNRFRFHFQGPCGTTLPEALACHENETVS
# PGC1a acetyl inh = inhibitors of PGC1a acetylation signal, primary screen, cell-based, U2OS, AlphaScreen, inhibitor mode; AID 651687, 2012; AlphaScreen anti-acetyl-lysine; with virally co-expressed GCN5 acetyltransferase; actives 0.17% (n = 350,000); inhibition, % at 15.6 µM;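 active = every replicate shows inhibition of at least 40%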;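 also: 0% = neutral control wells and 100% = positive control wells; some results beyond the cut were filed as inactive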
# LGR2 inh = inhibitors of bursicon-induced LGR2 CRE-luciferase signal, primary screen, cell-based, HEK293, CRE-luciferase reporter, bursicon stimulation. bursicon-stimulated, 4 h. actives 0.35% (n = 380,000). Drosophila bursicon receptor LGR2 (rickets). AID 720647, 2013. inhibition, % at 9.99 µM;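 active = drop in luminescence signal, shown as inhibition above about 50% in the replicate tests, limit read from the data, passing the limit was not always enough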;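 also: agonist challenge used bursicon conditioned medium at about half maximal strength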
# Cneo AK release = Cryptococcus neoformans cell lysis inducers, primary screen, AK release luminescence, single concentration | C. neoformans lysis, adenylate kinase release luminescence, 4 h; normalised: neutral wells 0, clomiphene wells 100 | lysis activity, % at 15 µM | actives 0.2% (n = 360,000) | AID 651654, 2012;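 active = mean lysis activity across replicates of at least 80%, whatever share of replicates individually reach that level; inactive = mean lysis activity below 80%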
#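 Material – Cryptococcus neoformans yeast cells · Quantity – 5 × 10^6 yeast cells/mL · Buffer or medium – YPD medium · Compound – single dose · Timing – 4 h static compound exposure, 37 °C, read 1 h post-reagent · Signal – adenylate kinase release luminescence · Read-out basis – lysis from increased AK signal · Benchmarks – Clomiphene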
# Xi reactivation = activators of inactive X chromosome reactivation, primary screen, imaging, XiGFP fibroblasts, GFP high-content imaging, set 2; XiGFP mouse fibroblasts, % GFP-positive cells imaging, 3 d; cells co-treated with 5-aza-dC sensitizer; scaled so ellipticine positive control = 100%; activation, % at 7.58 µM; actives 0.055% (n = 360,000); AID 743238, 2013;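 active = mean normalized replicate activation at least 10% and every replicate at or above 10%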;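 also: 0% = median of on-plate neutral control wells and 100% = ellipticine 6 µM median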
#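 Material: XiGFP fibroblasts, SV40-immortalized. Buffer or medium: DMEM plus 5-aza-dC sensitizer. Compound: single concentration per compound, delivered by pin transfer. Times: 3 days compound exposure. Controls: ellipticine 6 µM.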
# ERAP1 HTS inh = human ERAP1 aminopeptidase inhibitors, primary screen, biochemical, single point, plate reader; Endoplasmic reticulum aminopeptidase 1 (Homo sapiens), Q9NZ08; recombinant ERAP1, Leu-AMC fluorescence, 60 min; inhibition, % at 10.7 µM; actives 0.15% (n = 340,000);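 active = mean replicate inhibition of at least 30%, or all replicates individually reaching that 30% level; inactive = mean below 30% and not every replicate reaching it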;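 also: 0% = neutral control wells and 100% = L-leucinethiol positive control wells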
# S100A4 MyoIIA = inhibitors of S100A4-myosin IIA peptide binding, primary screen, biochemical, fluorescence polarization, TAMRA-MyoIIA peptide. Protein S100-A4 (Homo sapiens), P26447. inhibition, % at 10.7 µM. actives 0.14% (n = 360,000). AID 652163, 2013;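 active = mean inhibition of at least 70% across replicates, with every replicate also reaching that level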
# Target sequence (P26447 whole entry, looked up): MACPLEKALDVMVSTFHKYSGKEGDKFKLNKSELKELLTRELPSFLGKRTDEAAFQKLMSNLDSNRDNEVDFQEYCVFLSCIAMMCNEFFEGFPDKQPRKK
#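 Assay system: human S100A4 monomer with TAMRA-labelled myosin IIA peptide / Buffer or medium: Calcium-containing HEPES buffer, pH 7.2 / Reagent: TAMRA-labelled myosin IIA heavy-chain peptide probe, 5 nM / Compound: one dose per compound / Timing: polarization read 5 min after assay mix addition, stable 5–60 min / Benchmarks: neutral control DMSO, positive control TFP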
# * = called active by the depositor; . = not tested or not shown. These rows are one share of the data; rates above refer to the full screens.
SMILES,Statin myotox sup,SIRT5 inh,PGC1a acetyl inh,LGR2 inh,Cneo AK release,Xi reactivation,ERAP1 HTS inh,S100A4 MyoIIA
Cc1cccc(NC(=O)NNC(=O)c2nn(C)cc2Br)c1,3,-1,-3,9,2,-0.1,-1,4
C[C@@H]1CN([C@@H](C)CO)C(=O)Cc2cc(NC(=O)Nc3ccc4c(c3)OCO4)ccc2O[C@H]1CN(C)C(=O)NC1CCCCC1,-27,6,6,-7,60,0.3,-3,-2
CC1=CSC2=NC(=O)/C(=C\c3cccn3-c3ccccc3)C(=N)N12,.,.,3,13,-4,-0.1,.,.
Cn1c(CNC(=O)c2ccccc2F)nnc1SCC(=O)N1CCN(c2ccccc2)CC1,.,.,-5,-11,.,0.0,0,3
C[C@H](O)C#Cc1ccc2c(c1)O[C@H](CN(C)Cc1cncnc1)[C@H](C)CN([C@@H](C)CO)S2(=O)=O,-12,8,-2,15,-1,-0.1,-3,7
Cc1ccc(Nc2nc(C(=O)N3CCC(C(=O)NCCN4CCOCC4)CC3)cs2)cc1,-4,-19,.,-7,-2,.,-4,-2
COc1ccc2c3c(n(C)c2c1)[C@H](CO)N(Cc1ccccc1)CC31CCN(S(=O)(=O)c2ccc(C)cc2)CC1,.,5,-6,23,.,5.2,-2,-5
Cc1ccccc1-n1nc2c(c1NC(=O)c1cc3ccccc3o1)CS(=O)(=O)C2,.,-6,.,-4,.,-0.1,5,10
CCOc1cccc(C(=O)NC(=S)Nc2ccccc2)c1,.,7,.,.,.,0.2,0,-1
COc1ccc(N2CCN(C(=O)C3CCN(C(=O)c4cccc(Cl)c4)CC3)CC2)cc1,2,-2,2,2,-1,0.1,-5,-1
O=C(NNC(=S)NC(=O)c1cccs1)c1ccc(O)cc1,6,2,.,7,-1,0.0,-3,-5
O=C(Nc1ccc(Cl)cc1Cl)c1csc(-c2cccnc2)n1,5,-3,4,.,4,0.0,-4,-5
CCOc1ccc(S(=O)(=O)Nc2cccc(C(=O)NCC(c3ccc(OC)cc3)N3CCOCC3)c2)cc1 (configuration not stated),3,3,.,0,1,-0.1,1,-21
CN(CC(=O)Nc1cccc(F)c1)C(=O)Cn1c(=O)cnc2ccccc21,-9,0,.,-17,.,0.0,-10,5
CCc1ccc(CN(C)C(=O)c2cccc(S(=O)(=O)Nc3ccccc3OC)c2)cc1,-25,0,.,8,12,-0.1,1,-1
O=C(C[C@@H]1C=C[C@@H](NC(=O)c2cccnc2)[C@@H](CO)O1)NCCN1CCCCC1,-6,-1,-1,-5,3,0.7,0,14
CCc1csc(CCNC(=O)C2CCC(=O)N(Cc3cccc(C(F)(F)F)c3)C2)n1 (configuration not stated),8,0,2,9,30,0.0,-5,2
Fc1cccc(Cl)c1Cn1ncc2ccccc21,7,0,.,-21,-4,0.5,-6,5
c1ccc2c(-c3nc4ccccc4[nH]3)cccc2c1,.,-17,.,-17,.,0.1,-6,-12
CN(CC(=O)NC1CCCc2ccccc21)S(=O)(=O)c1cccs1 (configuration not stated),.,.,-5,7,6,0.2,0,-1
CC(=O)Nc1cccc(OCc2cnc(Cl)s2)c1,14,4,8,8,-2,0.2,-3,-3
CNC[C@H]1Oc2c(NC(=O)Nc3c(C)noc3C)cccc2C(=O)N([C@H](C)CO)C[C@H]1C,1,.,4,-12,59,-0.2,2,5
CSc1ncccc1C(=O)OCC(=O)N1CCc2ccccc21,-1,-5,.,-35,-1,0.3,-2,4
Cc1ccc(C)c(SCC(=O)c2ccc[nH]2)c1,.,0,-14,-4,.,0.0,0,-2
COc1ccccc1CN1[C@@H]2CNC[C@H]1C2c1ccc(-c2ccncc2)cc1 (some centres not stated),.,5,9,-2,.,0.0,1,2
COc1ccc(S(=O)(=O)Nc2cccc(SC)c2)cc1C(=O)N1CCOCC1,7,-1,.,11,7,0.0,-2,-7
Cc1[nH]c2ccccc2c1/C=C/c1nc2ccccc2c(=O)n1-c1ccc([N+](=O)[O-])cc1,.,-4,.,.,.,0.6,0,-6
O=C(NCCCn1ccnc1)c1nc(Cn2ccc([N+](=O)[O-])n2)no1,20,0,12,-3,3,0.0,-2,-1
Cc1ccc(C(CC(=O)O)NC(=O)c2ccc(S(=O)(=O)N3CCCC3)cc2)cc1 (configuration not stated),12,-6,5,-4,9,-0.1,-2,1
CN(C(=O)COC(=O)C1=COCCO1)c1c(N)n(Cc2ccccc2)c(=O)[nH]c1=O,.,-4,.,12,.,-0.1,-2,1

# Entries of single compounds, quoted from the list. Screens in order: Statin myotox sup | SIRT5 inh | PGC1a acetyl inh | LGR2 inh | Cneo AK release | Xi reactivation | ERAP1 HTS inh | S100A4 MyoIIA
# Cc1ccc(C)c(SCC(=O)c2ccc[nH]2)c1 reads . | 0 | -14 | -4 | . | 0.0 | 0 | -2
# CN(CC(=O)NC1CCCc2ccccc21)S(=O)(=O)c1cccs1 (configuration not stated) reads . | . | -5 | 7 | 6 | 0.2 | 0 | -1
# CCc1csc(CCNC(=O)C2CCC(=O)N(Cc3cccc(C(F)(F)F)c3)C2)n1 (configuration not stated) reads 8 | 0 | 2 | 9 | 30 | 0.0 | -5 | 2

# Continued:
SMILES,Statin myotox sup,SIRT5 inh,PGC1a acetyl inh,LGR2 inh,Cneo AK release,Xi reactivation,ERAP1 HTS inh,S100A4 MyoIIA
COc1ccc(-c2noc(C3CCCN(C(=O)c4ccccc4)C3)n2)cc1 (configuration not stated),-5,-5,-1,-40,-2,0.0,1,-11
O=[N+]([O-])c1cccc(/C=C/c2nc[nH]c2[N+](=O)[O-])c1,2,0,4,12,4,0.6,-3,5
COc1ccccc1CC(NC(C)=O)C(=O)NC1CCN(C(=O)Nc2ccc(F)cc2)CC1 (configuration not stated),1,2,.,-1,0,0.3,-5,1
CC(C)(C)[C@@H]1COC(=O)[C@H](Cc2ccc(F)cc2)C/C=C\C[C@@H](CC(=O)N(CCO)Cc2ccccc2)C(=O)N1,-12,8,4,1,2,0.0,5,-4
CC(C(=O)O/N=C(\N)c1cccnc1)c1ccc([N+](=O)[O-])cc1 (configuration not stated),.,-2,.,14,.,0.1,-4,5
CCOC(=O)c1nnsc1N,.,-2,1,-12,2,0.1,.,-1
c1ccc(CCNC2=NCCS2)cc1,-25,-1,.,2,-1,0.1,2,-1
CN(CC(=O)Nc1ccc(F)c(F)c1F)c1ncnc2sccc12,.,-1,9,21,.,0.0,1,3
C[C@@H]1CN([C@@H](C)CO)C(=O)c2cc(NC(=O)Nc3ccc(C(F)(F)F)cc3)ccc2O[C@@H](C)CCCCO[C@@H]1CN(C)S(=O)(=O)c1ccc(Cl)cc1,.,.,2,7,-15,0.2,.,.
CCC(C)C(=O)Nc1nc2c(s1)C(=O)CC(C)(C)C2 (configuration not stated),-15,0,-5,-16,1,0.0,0,11
CCc1ccc(NC(=O)CN(c2cccc(C)c2)S(C)(=O)=O)cc1,100*,10,2,-1,1,.,4,-5
COc1ccc2c3c(n(C)c2c1)[C@@H](CO)N(CC1CC1)CC31CCN(C(=O)c2cccc(F)c2)CC1,.,-1,-11,2,.,0.0,3,-11
O=C(NCc1cccs1)c1nc(-c2cccs2)no1,.,-2,.,13,.,0.2,2,3
CC1(Cc2ccc(F)cc2)C(=O)Nc2ccc(-c3cccnc3)cc21 (configuration not stated),6,.,.,28,0,0.1,7,-3
CO[C@@H]1CN(C)C(=O)c2ccc(NS(=O)(=O)c3cn(C)cn3)cc2OC[C@@H](C)N(C)C[C@@H]1C,-11,6,0,-4,47,0.1,2,-1
CC1CCN(C(=O)COC(=O)c2cc([N+](=O)[O-])ccc2N2CCOCC2)CC1,.,2,.,2,.,-0.1,3,4
C[C@@H]1CN([C@@H](C)CO)C(=O)c2cccc(NC(=O)Nc3ccc4c(c3)OCO4)c2O[C@@H]1CN(C)Cc1ccc(-c2ccccc2)cc1,.,-3,0,-4,1,-1.2,-3,-12
COc1cccc(N2CC(C(=O)Nc3nnc(SCCN4CCOCC4)s3)CC2=O)c1 (configuration not stated),.,-1,.,-1,0,0.1,-1,-4
O=C(Nc1ccccc1)OCCNC(=O)c1cccc(Cl)c1,-2,.,-2,-93,3,.,.,.
O=C(C[C@@H]1CC[C@@H]2[C@H](COC[C@@H](O)CN2C(=O)Nc2cc(Cl)cc(Cl)c2)O1)NCC1CCCCC1,-10,8,4,-2,0,0.1,-1,5
CCOC(=O)[C@]12CCCC=C1N(Cc1ccccc1)C(=O)[C@H](CC(=O)N1CCOCC1)C2,.,-1,.,8,.,-0.3,-2,-5
Nc1nc2ccc([N+](=O)[O-])cc2[nH]1,-2,0,.,4,-1,0.0,-1,0
O=C(C1CCCCC1)N1[C@@H](CO)[C@@H](c2ccccc2)C12CN(Cc1ccc(F)cc1)C2,.,-8,-4,2,.,0.3,.,.
O=C(Nc1ccccc1)N1CC(=O)N2[C@H](C1)[C@@H](c1ccc(C#CC3CCCC3)cc1)[C@@H]2CO,.,7,5,-6,.,0.2,3,4
Cc1ccc(S(=O)(=O)N2CCCCC2)cc1NCC(=O)Nc1ccc(Br)cc1F,-12,.,9,12,4,-0.2,1,14
CCC(=O)Nc1ccc(NC(=O)CSc2nnnn2-c2ccc3c(c2)OCCO3)cc1,.,-1,.,-15,.,-0.1,3,-23
COc1ccccc1S(=O)(=O)Nc1cc(S(=O)(=O)N2CCCCC2)ccc1N1CCOCC1,-8,17*,-2,9,.,-0.1,-2,3
C[C@H](CO)N1C[C@H](C)[C@@H](CN(C)S(C)(=O)=O)Oc2cc(-c3ccccc3)ccc2S1(=O)=O,19,3,6,-1,0,-0.8,5,19
Cc1cc(C)nc(NNS(=O)(=O)c2ccc(F)c(Cl)c2)n1,7,-3,20,3,1,0.3,4,-8
COCC#Cc1ccc([C@H]2[C@H](CO)N3C(=O)CN(C(=O)C4CCCCC4)C[C@@H]23)cc1,.,3,-14,4,.,0.0,-4,7
COc1ccc(CNC(=O)C[C@@H]2CC[C@@H](NC(=O)Nc3ccc4c(c3)OCO4)[C@H](CO)O2)cc1,5,0,-9,-15,2,0.4,1,-6
O=C(NCCCc1ccccc1)c1c(O)nc2sccn2c1=O,-2,2,.,-3,-1,0.3,-1,-9
CC(c1ccccc1)n1c(-c2cccs2)nc2c(c(=O)c3ccccc3n2C)c1=O (configuration not stated),.,-8,-2,24,1,0.0,3,-1
C[C@H](CO)N1C[C@H](C)[C@H](CN(C)CC2CCCCC2)Oc2ccc(NC(=O)CCN3CCOCC3)cc2CC1=O,-11,-2,4,-4,1,0.1,0,-11
N#CC(c1c(Cl)cccc1N1CCCCC1)N1CCCCC1 (configuration not stated),.,.,.,1,.,-0.1,-1,-3
CC1(CC(=O)N/N=C/c2ccc(-c3ccc(Cl)cc3)o2)OCCO1,.,0,15,.,-3,0.3,0,-8
